Screening results (PubChem)
ATXN2 expr inh = Primary qHTS for Inhibitors of ATXN expression | 360,000 tested, 0.72% active | AID 1745845, 2022 | HEK-293 ATXN2-luciferase reporter, luminescence, 24 h | Potency, µM (titrated, usually from 57 µM), for the others: at the top dose activity change, negative = inhibition, most hits filed as inhibitors; further: potency means the concentration at half of the fitted maximal effect; on the % scale 0 is the no-effect control and ±100 the full control effect; nearly all actives have a fitted effect of over 55% in size
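qHTS (up to 57 uM final) was run with 24 h compound exposure of reporter cells at 37 °C. Each well was multiplexed: SteadyGlo luminescence measured ATXN2-luciferase expression after a fluorogenic Gly-Phe-AFC viability readout (25 uM final).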
ATXN viability = Viability Counterscreen for Primary qHTS for Inhibitors of ATXN expression | S2 cells (HEK-293 line with an ATXN2-luciferase reporter) viability, CellTiter-Fluor protease fluorescence, 24 h | Potency, µM (series often up to 56.7 µM), actives largely listed as cytotoxic | 400,000 tested, 0.49% active | AID 651635, 2014; further: potency means the concentration at half of the fitted maximal effect; nearly all actives have a fitted effect of over 40% in size
IL2 activator = qHTS of IL-2 Activators; IL-2 activation reporter assay, cell-based qHTS; stimulated with anti-CD3/CD4/CD28 beads; in transgenic mouse T cells; activation, % (series mostly up to about 46 µM); 360,000 tested, 0.065% active; in the data active means activation above about 50%; inconclusive means mostly about 30% to 49%; further: 0% is about no effect
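Quantitative HTS in unstimulated transgenic mouse T cells, with memory T cells as non-tolerant control and PMA/ionomycin as tolerance-bypass control. Compound pretreatment lasted 60 minutes before 18 h bead stimulation; EGFP/DsRed fluorescence read.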
A549 viability = Nrf2 qHTS screen for inhibitors: counterscreen for cytotoxicity | A549 ARE-Fluc cells, CellTiter-Fluor viability, 18-24 h | Potency, µM (series often up to 46 µM), inactives show at the top dose activity change, negative = cytotoxicity, actives largely listed as inhibitors | 390,000 tested, 0.16% active; further: potency means the concentration at half of the fitted maximal effect; on the % scale 0 is the no-effect control and ±100 the full control effect
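A549 ARE_Fluc cells in 5% FBS OPTI-MEM were exposed to compounds in concentration-response for 18-24 h at 37 deg C. Viability was read by CellTiter-Fluor fluorescence (Ex 405/Em 525) after 30 min, before the luciferase read.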
HepG2 viability = qHTS for Inhibitors of TGF-b: Cytotox Counterscreen | HepG2 CAGA-GFP viability, ATP luminescence, 18 h | Potency, µM (series often up to 46.1 µM), without a hit: top-dose activity change, negative = cytotoxicity, actives largely listed as cytotoxic | 410,000 tested, 0.76% active | AID 588856, 2011; further: potency means the concentration at half of the fitted maximal effect; some results filed as inactive show a strong effect at the top dose
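HepG2 CAGA-GFP cells (1000/well, DMEM with 1% FBS) received compound, then TGF-beta at 500 pg/mL final, and were incubated 18 hours at 37 degrees C. Viability was read by CellTiter-Glo luminescence. Media-only wells were set as complete cell-killing and DMSO as no toxicity.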
EPAC2 agonist = qHTS for Agonist of cAMP-regulated guanine nucleotide exchange factor 4 (EPAC2): primary screen; 360,000 tested, 0.079% active; EPAC2 activation, biochemical qHTS; response scale: 100% = 6.5 mM cAMP response; Rap guanine nucleotide exchange factor 4 (Homo sapiens), Q8WZA2; Potency, µM (top dose mostly 154 µM), for the others: top-dose activation, hits mostly activators; further: potency means the concentration at half of the fitted maximal effect; nearly all actives have a fitted effect of over 50% in size
Target sequence (Q8WZA2 whole entry, looked up): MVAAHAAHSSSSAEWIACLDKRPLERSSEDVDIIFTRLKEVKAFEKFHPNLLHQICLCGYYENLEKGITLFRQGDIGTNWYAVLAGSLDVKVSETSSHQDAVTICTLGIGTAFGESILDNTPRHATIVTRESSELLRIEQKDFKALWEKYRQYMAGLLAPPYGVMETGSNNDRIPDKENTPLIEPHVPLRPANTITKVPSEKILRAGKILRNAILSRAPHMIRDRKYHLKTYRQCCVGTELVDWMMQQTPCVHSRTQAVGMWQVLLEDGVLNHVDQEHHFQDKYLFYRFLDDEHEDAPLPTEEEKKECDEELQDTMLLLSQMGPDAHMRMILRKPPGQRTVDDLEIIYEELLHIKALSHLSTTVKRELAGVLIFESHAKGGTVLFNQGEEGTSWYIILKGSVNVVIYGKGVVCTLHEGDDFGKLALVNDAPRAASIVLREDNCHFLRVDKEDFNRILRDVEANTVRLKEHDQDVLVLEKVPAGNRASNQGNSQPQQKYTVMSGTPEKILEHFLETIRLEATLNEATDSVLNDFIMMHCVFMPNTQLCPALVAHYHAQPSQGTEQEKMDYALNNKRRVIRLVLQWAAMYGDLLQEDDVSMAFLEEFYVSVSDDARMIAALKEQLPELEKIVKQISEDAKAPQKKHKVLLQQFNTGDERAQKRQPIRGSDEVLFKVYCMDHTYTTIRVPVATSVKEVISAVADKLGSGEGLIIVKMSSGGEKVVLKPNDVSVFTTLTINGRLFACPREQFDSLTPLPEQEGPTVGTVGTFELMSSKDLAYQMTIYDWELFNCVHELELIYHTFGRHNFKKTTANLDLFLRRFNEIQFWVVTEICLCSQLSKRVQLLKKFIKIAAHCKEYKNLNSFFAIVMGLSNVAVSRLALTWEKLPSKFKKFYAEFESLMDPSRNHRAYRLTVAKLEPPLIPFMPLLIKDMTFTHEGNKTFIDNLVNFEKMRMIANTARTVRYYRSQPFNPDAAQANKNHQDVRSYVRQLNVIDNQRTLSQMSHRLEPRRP
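Guanine nucleotide exchange by EPAC2 is measured as reduced fluorescence of BODIPY-GDP once it is released from 250 nM Rap1B. Plates are read kinetically for 30 min at room temperature; results are scaled to 6.5 mM cAMP.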
Nrf2 activator = qHTS of Nrf2 Activators. AREc32 ARE-luciferase reporter (MCF7-derived line), luminescence, 24 h. Potency, µM (doses to about 46.1 µM), inactives show at the highest dose activation, usual class: activators. 410,000 tested, 0.31% active; further: potency means the concentration at half of the fitted maximal effect; % of control where 0% means no effect; nearly all actives have a fitted effect of over 65% in size
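AREc32 cells carrying an ARE-driven firefly luciferase reporter were seeded at 1000 cells/well in OPTI-MEM with 5% FBS, then exposed to compound for 24 hr at 37 deg C. Luminescence was read with Steady-Glo after 30 min at RT.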
TGFb inhibitor = qHTS for Inhibitors of TGF-b; HepG2 CAGA-GFP TGF-b/SMAD3 reporter, GFP fluorescence, 18 h; TGF-beta stimulated, 500 pg/mL final; Potency, µM (doses to about 46.1 µM), without a hit: top-dose activity, negative = inhibition, usual class: inhibitors; 410,000 tested, 1.2% active; AID 588855, 2011; further: potency means the concentration at half of the fitted maximal effect; on the % scale 0 is the no-effect control and ±100 the full control effect; nearly all actives have a fitted effect of over 65% in size
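Cell-based qHTS in HEPG2 carrying a CAGA-GFP Smad reporter; compounds added before 500 pg/mL final TGF-beta, 18 h incubation at 37 degrees C, GFP fluorescence quantified per cell by imaging cytometry.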
Nrf2 inh = Nrf2 qHTS screen for inhibitors; A549 ARE-Fluc reporter, luciferase luminescence, 18-24 h; Potency, µM (doses to about 46 µM), without a hit: at the highest dose activity change, negative = inhibition, hits mostly inhibitors; 360,000 tested, 2.1% active; further: potency means the concentration at half of the fitted maximal effect; on the % scale 0 is the no-effect control and ±100 the full control effect; nearly all actives have a fitted effect of over 60% in size
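Nrf2 function is reported as luminescence of an ARE-controlled luciferase in A549 cells. Compounds were tested at several concentrations, and a CellTiter-Fluor read on the same wells flagged cytotoxicity.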
* = called active by the depositor; i = inactive; ? = inconclusive; . = no result given; & = joins results of further samples; [ ] = dose if it differs, or a comment. Unless noted, the call rests on the fitted dose curve; in most records, active means well fitted curve in the direction sought with a large enough effect; inconclusive means small, poorly fitted or top-dose-only effect, or another doubt; inactive means no such curve, though single readings can be large; an effect the other way counts as inactive or inconclusive.

SMILES	ATXN2 expr inh	ATXN viability	IL2 activator	A549 viability	HepG2 viability	EPAC2 agonist	Nrf2 activator	TGFb inhibitor	Nrf2 inh
COc1ccc(CCNC(=O)CCC(=O)N2CCOc3ccc(C)cc32)cc1OC	-9%	i	-2.0	2%	-8%	10%	-0.6%	-4%	10%
Cc1[nH]nc2c1C(c1c[nH]c3ccccc13)C(C#N)=C(N)O2 (stereo not given)	6%	i	-1.9	-4%	-7%	9%	8.6%	-24%	0%
Cc1nc2c(cnn2-c2ccccc2)c(=O)[nH]1	-1%	i	0.8	1%	6%	-8%	2.6%	19%	?
Cc1cc(C)n2nc(SCC(=O)Nc3ccccc3C)nc2n1	37%&7%	i	-1.4	1%&7%	9%&7%	11%	0.2%&-0.7%	1%&-5%	-7%
Cc1ccc2oc(C(=O)Nc3nonc3C)c(C)c2c1	.	i	-0.2	6%	4%	-2%	-0.4%	3%	?
CCc1c(C)c2ccc(OCC(N)=O)cc2oc1=O	32%	i	-0.1	.	1%	2%	2.5%	-11%	2%
CCc1ccc(C2C3=C(CC(C)(C)CC3=O)Nc3c2c(=O)[nH]c2nc(C)nn32)cc1 (stereo not given)	-3%	i	-1.5	-14%	1%	-3%	-1.0%	17%	-5%
COc1ccc(OCC(=O)N2CCC(c3nc4ccccc4s3)CC2)cc1	-23%	?	.	1%	-39%	.	4.7%	?	-28%
COc1ccc(-c2cc(C(F)(F)F)nc(NCc3cccs3)n2)cc1	-23%	i	-5.7	3%	-6%	14%	7.2%	?	?
COc1cc2c(cc1OC)C(C(=O)O)C(c1cc(Br)c(O)c(OC)c1)N(C)C2=O (stereo not given)	4%	i	5.0	-6%	-7%	3%	0.3%	-7%	1%
CCCCn1c(N)c(N(CCOC)C(=O)COC(=O)COc2ccccc2C#N)c(=O)[nH]c1=O	-5%	i	1.9	1%	-9%	-1%	0.6%	-19%	-2%
COc1ccc(-c2nc(CSCC(=O)N3CCN(c4cccc(C)c4)C(C)C3)c(C)o2)cc1OC (stereo not given)	?	.	-3.8	-19%	-55%	16%	-1.6%	?	?
COCCNCC1C(Oc2ccc(Cl)cc2)C(=O)N1c1ccccc1C (stereo not given)	-31%[11.3 µM]	i	-0.4	-9%	-10%	4%	1.1%	5%	-14%
CCCCCCCCCCCC(=O)N/N=C/c1ccco1	1%	i	-2.0	-3%	3%	-18%	-0.8%	-17%	-11%
CSc1ccc(C2=CC(=O)C[C@H](c3ccc(F)cc3)C2)cc1	2%	i	1.8	12%	-1%	13%	7.4%	6%	23%
NS(=O)(=O)c1ccc(CCNc2ccn3nc(-c4ccc(OCCN5CCOCC5)cc4)cc3n2)cc1	3%	?	-0.2	.	-23%	10%	0.5%	3%	.
CCOC(=O)C1=C(CN(C)Cc2ccccc2)NC(=O)NC1c1ccc(OC(C)C)cc1 (stereo not given)	?	?	.	-13%	-43%	.	1.0%	?	26µM*
COc1cc(C2=CCN(C(C)=O)CC2)ccc1OC(C)=O	14%	i	1.8	-3%	-9%	1%	3.0%	-4%	2%
Cc1ccc(S(=O)(=O)N2CCCc3cc(NC(=O)c4cccc(Cl)c4)ccc32)cc1	16%	i	.	-3%	-52%	.	1.1%	1%	.
O=C(COC(=O)c1ccccc1Cl)NC1CCCCCCC1	5%	i	-0.4	0%	0%	-11%	0.3%	-14%	1%
CCCCc1ccc(Nc2nc(CCC)cc(=O)[nH]2)cc1	?	.	-7.5	?	-33%	-7%	1.6%	?	?
CCCn1c(SCC(=O)Nc2c(CC)cccc2CC)nnc1C(C)C	-9%	i	-2.7	3%	-2%	-12%	-0.1%	0%	6%
Cc1ccccc1NC(=O)CSc1nc2[nH]c(=O)cc(O)c2s1	-1%	i	2.9	-9%	-23%	-1%	0.5%	1%	6%
Cc1ccccc1CC(=O)N1CCN(C(=O)c2ccco2)CC1	5%	i	-2.4	1%	-50%	9%	-0.3%	-2%	-18%
O=C(O)C1=C[C@H](c2ccccc2)C[C@H](OCCCCO)O1	3%	i	-0.3	2%	-3%	7%	-0.8%	19%	7%
CCOc1ccc(N(C(C)C(=O)Nc2ccc(OC)cc2)S(C)(=O)=O)cc1 (stereo not given)	-1%	i	0.3	3%	-18%	1%	-0.8%	-7%	-1%
Nc1nc(-c2cc3c(cc2Cl)OCCO3)cs1	4%	i	0.3	-3%	3%	0%	-0.2%	8%	26%
COC(=O)c1c(C)[nH]c(C)c1-c1ccccc1Cl	-2%	?	-0.1	2%	-9%	7%	-1.0%	-8%	0%
COc1ccc(N2C(=O)CN(Cc3ccc(OC)c(OC)c3)C2=S)cc1	2%	i	-0.9	-5%	-13%	-1%	12%	4%	-26%
Cc1cc(Nc2cccc(C(=O)O)c2)n2ncnc2n1	30%	i	0.4	0%	10%	-4%	-2.3%	8%	9%
Cc1cccc(Nc2nnc(SCC3CCCCO3)s2)c1C (stereo not given)	9%	i	-0.1	18%	-11%	13%	2.8%	0%	11%
CCN1C[C@@H]2[C@@H]3C(=O)N(C)C(=O)[C@@H]3[C@](CC)(C1=O)N2C(=O)c1ccc(Cl)cc1	6%	i	-2.2	-6%	16%	3%	-0.5%	13%	8%
Cc1c(NS(=O)(=O)c2ccc(S(=O)(=O)c3ccccc3)s2)c(=O)n(-c2ccccc2)n1C	0%	i	5.2	3%	-1%	10%	-0.7%	-4%	-4%
COc1ccc(NC2CCCN(C(=O)CCC(=O)c3ccc(F)cc3)C2)cc1 (stereo not given)	40%[activator]	i	-2.9	-2%	-21%	0%	0.4%	?	1%
Cc1ccc(S(=O)(=O)N/N=C\c2ccc(Cl)c([N+](=O)[O-])c2)cc1	?	i	-0.5	0%[1.84 µM]	-33%	13%	8.7%	0%	9%
O=C(COc1ccc(Cl)cc1)N(Cc1ccc(F)cc1)C1CCS(=O)(=O)C1 (stereo not given)	-10%	i	1.3	-2%	-1%	-4%	1.2%	-7%	-1%
CCOc1cc(/C=N/NC(=O)c2cccnc2)ccc1OC(=O)c1ccco1	-6%	i	2.1	4%	7%	7%	3.3%	4%	10%
CCc1ccccc1N(C)S(=O)(=O)c1ccc2[nH]cc(C(=O)NCCOC)c(=O)c2c1	.	.	.	19%	-16%	.	0.3%	0%	.
CCN(CC(=O)N1CCCC1)S(=O)(=O)c1ccc(Br)cc1	-3%	i	1.3	-4%	9%	9%	-0.3%	-8%	-9%
CCCCn1nnnc1C(c1ccccc1OC(F)(F)F)N1CCN(C/C=C/c2ccccc2)CC1 (stereo not given)	-25%	?	-0.8	.	-16%	-1%	7.6%	13µM*	.
Oc1ccc(O)c(Cc2nc3ccccc3[nH]2)c1	19%	i	-0.4	-2%	-12%	2%	12%	5%	-7%
O=c1oc2ccccc2c(Nc2ccc(O)cc2)c1[N+](=O)[O-]	-14%	i	-0.6	-16%	-8%	-13%	?	-14%	-20%
CCOC(=O)c1[nH]c(=O)[nH]c1CSc1nc(C)cc(C)n1	5%	i	-1.8	0%	0%	5%	2.6%	-25%	.
N#Cc1ccc(NC(=O)COC(=O)CCc2ccc(S(=O)(=O)N3CCCCC3)cc2)cc1	-11%	i	0.3	10%	-1%	9%	1.0%	?	3%
Cc1ccc(S(=O)(=O)CC(=O)N2CCN(c3nc4c(F)cccc4s3)CC2)cc1	.	.	.	3%	-12%	.	4.4%	?	.
Cc1ccc(-c2csc(NC(=O)C[n+]3cc(-c4ccc(C)cc4)n4c3CCC4)n2)cc1	-20%	i	-0.5	0%	-2%	8%	4.3%	?	1%
O=C(CN1CCN(c2ccccc2F)CC1)NC(=O)NC1CCCCC1	-16%	i	0.3	1%	-17%	6%	-0.2%	-8%	-18%

Three of the entries above in order of the TGFb inhibitor value, ascending:
| mol | EPAC2 agonist | TGFb inhibitor |
| --- | --- | --- |
| CCOC(=O)c1[nH]c(=O)[nH]c1CSc1nc(C)cc(C)n1 | 5% | -25% |
| O=C(CN1CCN(c2ccccc2F)CC1)NC(=O)NC1CCCCC1 | 6% | -8% |
| Oc1ccc(O)c(Cc2nc3ccccc3[nH]2)c1 | 2% | 5% |

In the list so far, six contain an aryl thioether with sulfur outside any ring:
SMILES	ATXN2 expr inh	ATXN viability	IL2 activator	A549 viability	HepG2 viability	EPAC2 agonist	Nrf2 activator	TGFb inhibitor	Nrf2 inh
Cc1cc(C)n2nc(SCC(=O)Nc3ccccc3C)nc2n1	37%&7%	i	-1.4	1%&7%	9%&7%	11%	0.2%&-0.7%	1%&-5%	-7%
CSc1ccc(C2=CC(=O)C[C@H](c3ccc(F)cc3)C2)cc1	2%	i	1.8	12%	-1%	13%	7.4%	6%	23%
CCCn1c(SCC(=O)Nc2c(CC)cccc2CC)nnc1C(C)C	-9%	i	-2.7	3%	-2%	-12%	-0.1%	0%	6%
Cc1ccccc1NC(=O)CSc1nc2[nH]c(=O)cc(O)c2s1	-1%	i	2.9	-9%	-23%	-1%	0.5%	1%	6%
Cc1cccc(Nc2nnc(SCC3CCCCO3)s2)c1C (stereo not given)	9%	i	-0.1	18%	-11%	13%	2.8%	0%	11%
CCOC(=O)c1[nH]c(=O)[nH]c1CSc1nc(C)cc(C)n1	5%	i	-1.8	0%	0%	5%	2.6%	-25%	.
